KB-V1 cytotox: qHTS assay for MDR1-selective chemotherapeutics: Primary screen using the drug-selected MDR subline cells KB-V1 | KB-V1 MDR cells viability, CellTiter-Glo, 72 h | Potency, µM (highest dose often 46.1 µM), without a hit: at the highest dose activity change, negative = cytotoxicity, usual class: cytotoxic | actives 3.4% (n = 400,000); also: potency is read from the fitted curve at half-maximal effect; % is scaled to controls: 0 for no effect and ±100 for the full control effect; nearly all actives have a fitted effect of over 60% in size
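Luminescent ATP read-out (CellTiter-Glo, 10 min) measures survival of drug-selected KB-V1 MDR cells after 72 h, 37 degrees C compound exposure. Medium: phenol-red-free DMEM, 10% FBS. Values from fitted concentration-response curves.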
DRD3 antagonist: qHTS of D3 Dopamine Receptor Antagonist: qHTS; D(3) dopamine receptor (Homo sapiens), P35462; D3R cells, DiscoveRx beta-arrestin luminescence, antagonist mode; active compounds read low; max response, negative = inhibition, %; actives 2.5% (n = 360,000); AID 652054, 2013; in the data active = max response below about -50%; inconclusive = no clear call, values can overlap the other calls; also: % is scaled to controls: 0 for no effect and ±100 for the full control effect; mostly tested at two doses, the higher about 12 µM
Target sequence (P35462 whole entry, looked up): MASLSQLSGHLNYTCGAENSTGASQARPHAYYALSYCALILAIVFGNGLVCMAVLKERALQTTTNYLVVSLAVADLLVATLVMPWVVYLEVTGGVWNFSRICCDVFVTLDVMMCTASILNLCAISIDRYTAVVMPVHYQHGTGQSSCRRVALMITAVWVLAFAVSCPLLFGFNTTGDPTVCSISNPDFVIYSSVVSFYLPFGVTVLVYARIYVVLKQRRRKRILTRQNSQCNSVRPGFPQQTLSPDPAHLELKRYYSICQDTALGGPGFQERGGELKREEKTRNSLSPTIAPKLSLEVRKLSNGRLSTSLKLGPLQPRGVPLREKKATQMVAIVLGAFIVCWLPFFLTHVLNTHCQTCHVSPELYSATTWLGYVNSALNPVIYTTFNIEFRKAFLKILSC
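Cells expressing the human receptor were seeded at 1500 cells/well, incubated overnight at 37 degrees C in 5% CO2, then exposed to library compounds with dopamine controls for 90 minutes at 37 degrees C before luminescent detection.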
aSyn rescue: qHTS of alpha-syn Inhibitors; Yeast expressing alpha-synuclein, growth rescue, BacTiter-Glo, 24 h; Potency, µM (doses to about 46.1 µM), inactives show at the highest dose growth rescue (activation), actives largely listed as activators; actives 0.14% (n = 370,000); also: potency is read from the fitted curve at half-maximal effect; % of control where 0% means no effect; nearly all actives have a fitted effect of over 65% in size
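Rescue of yeast growth: cells expressing toxic alpha-synuclein, induced in galactose at OD600 0.02, incubated with compound 24 h at 30 C. ATP luminescence quantified growth; inhibitors of toxicity appear as activators.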
D3 ag: qHTS of D3 Dopamine Receptor Agonist: qHTS; D(3) dopamine receptor (Homo sapiens), P35462; D3R DiscoveRx beta-arrestin cells, luminescence, 90 min; max activation, %; actives 0.58% (n = 410,000); in the data active = max activation above about 30%; also: 0% is about no effect; mostly tested at two doses, the higher about 12 µM
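Agonist-mode cell screen: cells plated at 1500/well and incubated overnight at 37 °C, then exposed to library compounds for 90 min at 37 °C. Detection reagent was added for 30–60 min at room temperature, and luminescence was read.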
PTHR1 ag: qHTS for PTHR1 Agonists: Primary Screen | Parathyroid hormone/parathyroid hormone-related peptide receptor (Homo sapiens), Q03431 | HEK293 GP2 PTHR1 cells, GloSensor cAMP luminescence, 1 h | Potency, µM (doses to about 115 µM), inactives show at the top dose activation, most hits filed as activators | actives 0.075% (n = 410,000) | AID 743266, 2014; also: potency is read from the fitted curve at half-maximal effect; nearly all actives have a fitted effect of over 55% in size; some results filed as inactive show a strong effect at the top dose; inactives centre near -15; many of its hits are not listed in these tables
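HEK-293-derived GP2 cells expressing PTHR1 and a GloSensor cAMP reporter, 3,000/well, plated overnight, given luciferin plus IBMX (each 0.5 mM as added) for 1 h at 37 °C, then compound for 1 h at 37 °C. Luminescence was read after 15 min at room temperature.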
TDP-43 yeast inh: qHTS of TDP-43 Inhibitors. AID 652104, 2013. TDP-43 expressing yeast growth rescue, BacTiter-Glo, 24 h. actives 1.8% (n = 410,000). Potency, µM (highest dose often 46.1 µM), without a hit: top-dose growth rescue (activation), usual class: activators; also: potency is read from the fitted curve at half-maximal effect; % of control where 0% means no effect; nearly all actives have a fitted effect of over 50% in size
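Galactose-induced TDP-43 yeast, OD600=0.02, compound pinned; 24 hr, 30 deg C; BacTiter-Glo luminescence for growth. Inhibitors of TDP-43 toxicity read as activators.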
GLP1R ag: qHTS of GLP-1 Receptor Agonists; Glucagon-like peptide 1 receptor (Homo sapiens), P43220; Potency, µM (doses to about 45.6 µM), inactives show at the highest dose activation, most hits filed as activators; HEK293 GLP-1R CRE-luciferase, luminescence, 4-6 h; cells express a hypersensitive GLP-1R form; actives 0.007% (n = 380,000); AID 624172, 2012; also: potency is read from the fitted curve at half-maximal effect; % of control where 0% means no effect
Target sequence (P43220 whole entry, looked up): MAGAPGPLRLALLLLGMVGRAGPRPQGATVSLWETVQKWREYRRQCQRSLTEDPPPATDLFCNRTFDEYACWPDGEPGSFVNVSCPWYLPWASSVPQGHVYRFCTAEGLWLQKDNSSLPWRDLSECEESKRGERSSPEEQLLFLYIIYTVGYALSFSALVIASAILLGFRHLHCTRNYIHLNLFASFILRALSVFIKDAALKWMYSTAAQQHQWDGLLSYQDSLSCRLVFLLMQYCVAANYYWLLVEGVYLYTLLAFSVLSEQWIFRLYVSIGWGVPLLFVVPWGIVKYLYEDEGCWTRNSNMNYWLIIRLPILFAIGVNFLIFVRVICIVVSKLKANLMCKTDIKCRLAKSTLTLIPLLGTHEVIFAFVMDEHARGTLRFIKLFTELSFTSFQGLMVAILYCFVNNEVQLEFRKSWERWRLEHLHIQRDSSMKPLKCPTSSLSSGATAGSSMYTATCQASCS
GLP1R inv ag: qHTS of GLP-1 Receptor Inverse Agonists (Inhibition Mode); Glucagon-like peptide 1 receptor (Homo sapiens), P43220; HEK293 GLP-1R CRE-luciferase, luminescence, 24 h; GLP-1R form is constitutively active; Potency, µM (titrated, usually from 38.3 µM), inactives show top-dose activity change, negative = inhibition, usual class: inhibitors; actives 1.6% (n = 410,000); also: potency is read from the fitted curve at half-maximal effect; % is scaled to controls: 0 for no effect and ±100 for the full control effect; nearly all actives have a fitted effect of over 55% in size
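Cells are plated, allowed 12 hours at 37 deg C, then treated with compounds for 24 hr before luciferase detection reagent is added and luminescence is read after 12 min at room temperature. The HEK293 line carries constitutively active GLP-1R with a cAMP-responsive reporter.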
GLP1R cytotox: qHTS of GLP-1 Receptor Inverse Agonists: Cytotox Screen; actives 0.13% (n = 410,000); AID 624418, 2012; Potency, µM (top dose mostly 38.3 µM), inactives show top-dose activity change, negative = inhibition, actives largely listed as inhibitors; HEK293 cAMP-luciferase reporter cells, luminescence, 24 h;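 also: loss of luciferase light is scored as toxicity; potency is read from the fitted curve at half-maximal effect; % is scaled to controls: 0 for no effect and ±100 for the full control effect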
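Seeding density was 200 cells/uL; after overnight-length (12 h) culture, 23 nL compounds went on for 24 h at 37 °C. Readout used a luciferase detection reagent, luminescence taken after 12 min at room temperature.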
* hit, by the source's call; i = inactive; ? = inconclusive; nt = not tested or not shown; [ ] = dose if it differs, or a comment. Unless noted, calls follow the shape of the dose curve; as a rule, active = well fitted curve in the direction sought with a large enough effect; inconclusive = small, poorly fitted or top-dose-only effect, or another doubt; inactive = no such curve, though single readings can be large; an effect the other way counts as inactive or inconclusive.

SMILES	KB-V1 cytotox	DRD3 antagonist	aSyn rescue	D3 ag	PTHR1 ag	TDP-43 yeast inh	GLP1R ag	GLP1R inv ag	GLP1R cytotox
CCOC(=O)c1cc2c(=O)n3ccccc3nc2n(CCCOC)c1=NC(=O)C(C)Oc1ccccc1 (stereo not drawn)	-6%	nt	nt	0	i	18%	nt	19%	271%[activator]
O=C(Nc1ccc(S(=O)(=O)NCCc2ccccc2)cc1)c1ccco1	-22%	-26	-5%	-23	-26%	-11%	3%	0%	4%
COc1ccc(CC(=O)NCCS(=O)(=O)N2CCN(c3ccccc3F)CC2)cc1OC	nt	nt	nt	3	i	26%	nt	-8%	2%
COc1ccc(N(C(=O)c2cccc(OC)c2OC)C2C=CS(=O)(=O)C2)c(OC)c1 (stereo not drawn)	11%	12	1%	23	-1%[57.5 µM]	-9%	2%	-2%	-12%
COc1ccc(N2CCN(C(=O)c3c4c(nc5ccccc35)C(=O)N(C3CCCCC3)C4)CC2)cc1	-5%	nt	nt	2	i	11%	nt	2%	-5%
N/C(=N\OC(=O)c1ccc2ccccc2c1)c1ccccc1Cl	15%	1	-79%[inhibitor]	3	-9%	-93%[inhibitor]	?	?	?
Fc1cccc(-c2nnn3c2nc(NCCc2ccccc2)c2ccccc23)c1	?	nt	nt	19	-48%[inhibitor]	5%	-2%	-12%	-19%
COc1ccc2[nH]c(=O)c(CN(CC3CCCO3)S(=O)(=O)c3ccccc3)cc2c1 (stereo not drawn)	?	12	0%	-4	-24%	-8%	6%	?	-3%
Cc1cc(C(=O)N2CCN(c3cccc(Cl)c3)CC2)c(C)o1	0%	89	0%	-2	-11%[57.5 µM]	?	-9%	?	?
Cc1ccc2c(c1)-c1c(ssc1=S)C(C)(C)N2C(=O)CSc1nncn1C	?	-6	8%	-2	-11%[57.5 µM]	0%	6%	-11%	-16%
CCC1Oc2ccc(C)cc2N(CC(=O)NCc2cccs2)C1=O (stereo not drawn)	-3%	9	-6%	-10	-5%	-11%[0.397 µM]	6%	?	-1%
CNS(=O)(=O)c1ccc(CNC[C@H]2O[C@@H](n3ccc(N)nc3=O)[C@H](O)[C@@H]2O)cc1	-2%	4	1%	-1	-7%	24%	5%	17%	2%
COc1ccc(/C=C2\CCC(C3CCCC3)C2=O)cc1 (stereo not drawn)	0%	16	1%	0	-31%[inhibitor]	13%	?	19%	1%
CS(=O)(=O)N1CCN(c2ccc(NC(=O)Cc3ccccc3)cc2)CC1	-11%	5	-1%	-3	-24%[57.5 µM]	-4%	0%	1%	12%
O=C(CN1C(=O)N/C(=C\c2ccccc2OCc2ccc(C(=O)O)cc2)C1=O)Nc1ccc(F)cc1	10%	-23	-8%	4	i	-4%	1%	15%	8%
O=c1oc2c3c(ccc2c2ccccc12)OCN(Cc1ccc(Cl)cc1)C3	-11%	nt	nt	-22	-23%	15%[9.22 µM]	nt	18%	5%
CCc1ccc(NC(=O)C2CCCN2c2nn3c(=O)cc(C)nc3s2)cc1 (stereo not drawn)	13%	24	5%	-3	i	-1%	-3%	2%	-6%
O=C(CSc1ncn[nH]1)NNC(=O)c1ccccc1	17%	4	2%	4	i	-24%	3%	14%	4%
CC(O)(c1cccc(F)c1)c1nc(-c2cccc(C(F)(F)F)c2)cs1 (stereo not drawn)	2%	-53*	-44%[inhibitor]	-16	-15%	-94%[inhibitor]	-2%	?	-25%
Cc1ccc(CC(=O)NCC2CCCCC2)cc1	-4%	-2	9%	11	i	15%	3%	-7%	3%
Cc1c(C=O)c2ccccc2n1CC(=O)NCc1ccc2c(c1)OCO2	-2%	1	-1%	1	-40%	-10%	-1%	4%	15%
COc1ccc([N+](=O)[O-])cc1N(CC(=O)NCCC1=CCCCC1)S(C)(=O)=O	0%	3	0%	1	i	-6%	1%	-3%	-18%
Cc1ccc(Cl)cc1N1CCN(CC(=O)Nc2ccc3[nH]c(=O)[nH]c3c2)CC1	11%	-6	11%	0	-26%	-14%	1%	0%	-28%
CCC(=O)Nc1nc(C)c(-c2csc(Nc3ccc(C(=O)O)cc3)n2)s1	21%	8	0%	6	-8%	1%	5%	5%	-6%
Cc1noc(C)c1S(=O)(=O)N1CCC(C(=O)N2CCC(N3CCCCC3)CC2)CC1	?	2	3%	1	-17%	9%	-1%	-16%	-11%

Continued, starting with the last three of the part before.
SMILES	KB-V1 cytotox	DRD3 antagonist	aSyn rescue	D3 ag	PTHR1 ag	TDP-43 yeast inh	GLP1R ag	GLP1R inv ag	GLP1R cytotox
Cc1ccc(Cl)cc1N1CCN(CC(=O)Nc2ccc3[nH]c(=O)[nH]c3c2)CC1	11%	-6	11%	0	-26%	-14%	1%	0%	-28%
CCC(=O)Nc1nc(C)c(-c2csc(Nc3ccc(C(=O)O)cc3)n2)s1	21%	8	0%	6	-8%	1%	5%	5%	-6%
Cc1noc(C)c1S(=O)(=O)N1CCC(C(=O)N2CCC(N3CCCCC3)CC2)CC1	?	2	3%	1	-17%	9%	-1%	-16%	-11%
CSCCC(NC(=O)c1ccc(C(C)(C)C)cc1)C(=O)OCC(=O)N1CCCC1=O (stereo not drawn)	0%	-27	-2%	0	-10%	17%	-4%	3%	9%
CCOc1ccc(-n2c(N)c(C(=O)NCc3ccco3)c3nc4ccccc4nc32)cc1	?	-79*	10%	-13	-40%[inhibitor]	1%	-1%	?	197%[activator]
Cc1cccc(CS(=O)(=O)Cc2ccc(C(=O)NC3CCCCC3)o2)c1	-1%	-21	-4%	-2	-18%	-10%	2%	-26%	-12%
Cc1cc(C)c(S(=O)(=O)NCCCn2ccnc2)c(C)c1	3%	32	0%	1	i	10%	1%	12%	-13%
COc1cccc2c1SCc1ccccc1C2CC(N)=O (stereo not drawn)	-24%	-17	-1%	10	i	1%	10%	22%	-1%
Cc1noc(C)c1COc1ccc(C(=O)OCC(=O)NCCN2C(=O)CSC2=O)cc1	?	9	-6%	3	i	7%	8%	0%	-10%
CN(C)CCN(C(=O)c1ccc(S(=O)(=O)N(C)c2ccccc2)cc1)c1nc2cc3c(cc2s1)OCCO3	14%	-19	0%	-12	-27%	-13%	-1%	-2%	0%
CCN(C(=O)CSc1ncccn1)c1cccc2ccccc12	0%	-27	21%	-4	-7%	4%	1%	-10%	1%
CC(C)C(NS(=O)(=O)c1ccccc1)C(=O)OCc1cc([N+](=O)[O-])cc2c1OCOC2 (stereo not drawn)	-14%	-7	9%	1	i	18%	20%	-22%	-16%
CCc1ccc2oc(C(=O)Nc3nonc3C)c(C)c2c1	-4%	-14	-3%	-1	-48%[inhibitor]	6%	12%	?	-10%
O=C(CCC1COc2ccccc2O1)NCc1ccco1 (stereo not drawn)	0%	-5	0%	-5	i	11%	3%	3%	0%
O=S(=O)(Nc1ccccc1-c1ccccc1)c1ccccc1	1%	-2	18%	-3	-10%	-18%	12%	6.3µM*	2%
COCCNc1nc(Oc2cccc(F)c2)c2sccc2n1	3%	10	-3%	5	-19%	?	22%	-3%	6%
O=C(CSc1nc(=O)n(CCN2CCOCC2)c2c1CCCC2)Nc1ccccc1Cl	?	-7	-4%	-2	i	15%	14%	0%	-27%
Cc1ccc(OCC(=O)Nc2ccccc2F)cc1C	-3%	-18	-11%	1	-17%	-10%	14%	-19%	-7%
Cc1ccc(NC(=O)c2ccccc2-c2ccccc2C(=O)O)cc1C	?	4	9%	4	-9%	1%	6%	-18%	-3%
N#C/C(=C/c1ccc(Oc2ccc([N+](=O)[O-])cn2)cc1)C(=O)N1CCOCC1	-17%	-26	26%	-9	-23%	-6%	8%	-12%	0%[1.53 µM]
COc1ccc(C(=O)NC(=S)Nc2cccnc2)cc1[N+](=O)[O-]	5%	0	1%	-16	-16%	16%	-15%	-8%	-4%
CC(C)NC(=O)c1ccc2c(=O)n(CC3CCCO3)c(=S)[nH]c2c1 (stereo not drawn)	-17%	0	-1%	0	i	14%[9.22 µM]	1%	4%	7%
Clc1c(-c2nnc3n2CCC3)sc2ccccc12	0%	-17	4%	-7	i	0%	13%	7%	6%
CCc1ccccc1NC(=O)Cn1nc(C)c2nn(-c3ccc(Cl)cc3)c(C)c2c1=O	nt	nt	nt	-5	-74%[inhibitor]	2%	nt	6%	-6%
COc1ccc(CN(C)C(=O)c2ccc(OCC(=O)Nc3cccc(C(F)(F)F)c3)c(OC)c2)c(OC)c1	?	3	3%	7	-33%[inhibitor]	20%	4%	?	-27%
Cc1ccc(-c2nc3ccccc3[nH]2)cc1NC(=O)c1ccc2c(c1)OCO2	-23%	-16	-37%[inhibitor]	-8	i	-33%[inhibitor]	-6%	?	?
CCCCn1nc(NC(=O)COC)c2cc3cc(OC)ccc3nc21	4%	38	10%	10	-9%	?	17%	24%	189%[activator]
O=C(O)CCC(=O)N(Cc1ccco1)C1CC(=O)N(c2ccccc2)C1=O (stereo not drawn)	?	-4	-5%	-5	-3%	-9%	-5%	10%	-2%
COc1ccc(OC)c2[nH]c(=O)c(CCNC(=O)Cc3cccs3)cc12	13%	13	0%	1	-28%	13%	10%	4%	-10%
CC(C)Sc1cc(N2CCCC2)nc(-c2ccccc2Cl)n1	-13%	-23	12%	8	-16%	14µM*	-1%	?	15%
O=C(NC(Cc1ccc2c(c1)OCO2)C(=O)NC(Cc1ccccc1)C(=O)O)c1ccccc1 (stereo not drawn)	?	16	-3%	3	i	-13%	-10%	-8%	3%

These rows are one share of the data; count on the stated rates, not on these rows.
